Assay outcomes as filed in PubChem.
TRPM1 prom inh: inhibitors of MITF-driven TRPM1 promoter in melanoma cells; SK-MEL-5 TRPM1 promoter luciferase, 24 h; inhibition, % at 12.5 µM; 330,000 compounds, 0.83% hits; AID 488899;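 active means mean inhibition across replicates of 60% or more, whatever share of single replicates reaches that level; inconclusive means some that reach 60%, reason not given; inactive means mean inhibition across replicates below 60%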; further: values of inactives mirror those of a sister screen read the other way
CaV13 ICDI inh: Disruptors of the CACNA1D IQ motif to Ca2+-dependent inactivation inhibitor domain association, primary screening, Förster resonance energy transfer in intact living …; HEK cells, CFP/YFP FRET ICDI-IQ, plate reader, 10 min; percent FRET-ratio fall versus neutral wells; 340,000 compounds, 0.098% hits; inhibition, % at 12.3 µM; AID 743397;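 active means mean replicate inhibition of at least 30% and at least 1% of replicates passing that level; inconclusive means only one of the two criteria is met; inactive means neither criterion is met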;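 further: 0% = median of the neutral control wells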
aDG glyco act: alpha-DG glycosylation activation | AID 624168 | 360,000 compounds, 0.22% hits | Pro5-aDG cells, alpha-DG glycosylation AlphaScreen (IIH6); 0% Pro5, 100% B10-LARGE cell signal | activation, % at 10 µM;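 active means activation of at least 8% versus controls, or a plate z-score of at least 8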;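 further: Pro5 are CHO cells carrying HIG-tagged alpha-DG that lacks glycosylation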
iPSC survival up: hiPSC single-cell survival enhancement. ATPlite luminescence; 100% = ROCK inhibitor wells, 0% = DMSO. survival enhancement, % at 20 µM. 360,000 compounds, 0.044% hits. AID 602274; in the data active means survival enhancement above about 18%;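 further: cells exposed to compounds for 16 hours before the ATP read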
Vif inh: inhibitors of HIV Vif | HEK293T cells, Vif self-association by quenched fluorescence, imaging, 24 h | inhibition, % at 7.49 µM | AID 602346 | 340,000 compounds, 0.35% hits; in the data active means inhibition above about 50%, passing the limit was not always enough; inconclusive means no clear call, values can overlap the other calls; inactive means below about 31%; further: some results filed as inactive read as strong as hits
NR2E3 ag-1: NR2E3 (human) agonism | 320,000 compounds, 0.12% hits | AID 2300 | inhibition of corepressor binding, % at 4.78 µM | GST-NR2E3/biotin-RetCOR TR-FRET, 1536-well | Q9Y5X4;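 active means percent inhibition above the cutoff of mean plus 3 SD of all tested compounds, set per screening campaign, cut at about 20% in these data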;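 further: 0% = DMSO wells and 100% = biotin wells as full block of FRET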
Target sequence (Q9Y5X4 whole entry, looked up): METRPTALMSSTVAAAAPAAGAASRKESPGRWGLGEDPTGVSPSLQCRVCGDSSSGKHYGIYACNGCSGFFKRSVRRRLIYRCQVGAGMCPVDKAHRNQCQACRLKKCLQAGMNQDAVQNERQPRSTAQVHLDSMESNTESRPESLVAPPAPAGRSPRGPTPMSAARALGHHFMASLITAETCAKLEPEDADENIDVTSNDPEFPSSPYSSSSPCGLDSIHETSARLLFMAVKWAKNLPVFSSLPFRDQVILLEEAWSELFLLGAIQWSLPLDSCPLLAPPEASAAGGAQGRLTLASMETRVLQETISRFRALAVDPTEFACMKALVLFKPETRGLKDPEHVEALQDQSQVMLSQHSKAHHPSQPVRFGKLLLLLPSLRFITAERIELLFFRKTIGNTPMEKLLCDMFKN
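Assay system: NR2E3–RetCOR corepressor complex. Quantity: 1.35 nM GST-NR2E3. Buffer or medium: pH 7.5 Tris-based buffer. Reagent: biotinylated RetCOR corepressor at 7 nM final. Schedule: 5 h at 4 °C. Detection: TR-FRET, emission read at 617 and 671 nm. Replicates: one well per compound, singlicate testing.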
NR2E3 ag-2: activates human NR2E3 receptor. Q9Y5X4. CHO-S Gal4-NCOR/VP16-NR2E3 two-hybrid, luciferase. inhibition of corepressor binding, % at 3.98 µM. 360,000 compounds, 0.35% hits. AID 602229;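 active means inhibition above the mean of all tested compounds plus 3 SD, cut at about 70% in these data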;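 further: 0% = DMSO with NR2E3 transfected cells and 100% = cells lacking NR2E3 construct; higher means lower luciferase signal from less NR2E3 corepressor binding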
HIF-2a block: blocks HIF-2a reporter activity; 786-0 RCC cells HIF-2a reporter, luciferase luminescence, overnight; inhibition, % at 18.8 µM; 360,000 compounds, 0.72% hits; AID 624352;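 active means inhibition of the luminescence signal of 40% or more relative to plate controls, in a single-dose primary screen at 18.75 µM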
Granule exo inh: lytic granule exocytosis inhibition; AID 651702; inhibition, % at 10 µM; TALL-104 LAMP-1 surface exposure, flow cytometry; cells stimulated with thapsigargin and PMA; 360,000 compounds, 0.66% hits;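 active means inhibition above about 55%, limit read from the data; inconclusive means no clear call, values can overlap the other calls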
Peg3 prom inh: reduces Peg3 promoter-driven luciferase expression in HeLa; HeLa PEG-Prom luciferase reporter, luminescence, overnight; inhibition, % at 20 µM; 360,000 compounds, 1.7% hits; AID 588405;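 active means inhibition of at least 50% at 20 µM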
PDI turbidity: PDI (human) enzyme inhibition. AID 588391. 350,000 compounds, 0.052% hits. PDI insulin aggregation turbidity, A650, 90 min. inhibition, % at 10 µM;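 active means mean inhibition across replicates of 30% or more, whatever share of single replicates reach that level; inconclusive means mean inhibition below 30% while every single replicate reaches 30%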;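 further: absorbance from insulin aggregation driven by PDI reduction with DTT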
Target sequence (P07237 whole entry, looked up): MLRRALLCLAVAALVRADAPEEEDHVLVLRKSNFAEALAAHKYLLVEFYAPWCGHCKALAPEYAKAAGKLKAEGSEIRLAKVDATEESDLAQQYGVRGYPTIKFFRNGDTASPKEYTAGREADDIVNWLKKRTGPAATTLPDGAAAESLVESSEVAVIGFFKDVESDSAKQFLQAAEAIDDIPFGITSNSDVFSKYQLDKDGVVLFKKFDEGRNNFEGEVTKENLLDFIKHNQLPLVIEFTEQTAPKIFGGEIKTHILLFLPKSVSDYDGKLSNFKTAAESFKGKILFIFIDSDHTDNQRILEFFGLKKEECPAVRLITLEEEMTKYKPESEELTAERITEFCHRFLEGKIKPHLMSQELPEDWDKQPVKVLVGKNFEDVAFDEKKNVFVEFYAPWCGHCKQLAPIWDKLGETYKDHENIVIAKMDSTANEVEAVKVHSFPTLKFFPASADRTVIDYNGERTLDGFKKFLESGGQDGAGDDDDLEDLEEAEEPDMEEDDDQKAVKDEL
* = called active by the depositor; u = inconclusive; x = not tested or not shown.

SMILES	TRPM1 prom inh	CaV13 ICDI inh	aDG glyco act	iPSC survival up	Vif inh	NR2E3 ag-1	NR2E3 ag-2	HIF-2a block	Granule exo inh	Peg3 prom inh	PDI turbidity
O=C(c1ccncc1)N1CCN(C(=O)c2cccc3ccccc23)CC1	20.0	x	0.5	-4.0	3.7	3.2	-27.8	-7.8	2.4	-5.3	5.0
C=CCn1c(SCC(=O)Nc2ncc(Cc3cc(Cl)ccc3Cl)s2)nnc1-c1ccncc1	-6.4	x	0.3	2.9	19.7	-2.0	-9.7	13.8	0.3	16.4	-6.5
CCc1cccc(C)c1NC(=O)COC(=O)CC1CCCC1	2.7	-3.6	0.2	1.2	1.8	-3.4	7.0	-4.8	3.3	8.3	0.4
COc1ccccc1S(=O)(=O)Nc1cccc(S(=O)(=O)N2CCCC2)c1	4.0	-5.5	-0.3	-3.7	-3.2	x	-21.6	14.0	6.3	4.8	-6.2
Cc1ccc(SCCOCCN2CCc3ccccc3C2)cc1	-0.9	-2.4	0.4	2.9	-18.6	2.6	12.8	8.5	23.0	9.4	4.8
C=C(C)Cn1c(Sc2nc3ccccc3[nH]2)nc2c1c(=O)[nH]c(=O)n2C	-3.5	-5.4	0.2	10.8	8.4	-0.8	4.9	17.1	-0.2	5.4	2.1
CC(C)(C)NC(=O)C(c1ccccc1)N(C(=O)CNC(=O)c1cccs1)c1cccnc1 (configuration not stated)	-8.5	-5.3	-0.1	-0.2	0.7	5.0	-16.7	3.3	-5.5	4.8	-3.8
Cc1cccc(OCc2occc2C(=O)Nc2cccc(-n3cnnn3)c2)c1	6.7	-1.7	0.4	-0.6	0.3	0.5	-3.0	9.4	1.9	9.9	-0.5
CCC(=O)Nc1ccc(NC(=O)CN2CCCC(C)C2)c(Cl)c1 (configuration not stated)	-6.4	-5.0	0.5	3.0	4.4	0.3	-22.1	-54.6	-2.9	-32.8	7.4
CCc1cccc2c(C(=O)CCl)c[nH]c12	33.7	5.1	2.6	-2.1	-0.5	4.1	-30.8	5.2	6.7	43.2	7.8
O=C(Cc1ccc(NC(=O)C2CCCN(C(=O)C3CCCCC3)C2)cc1)Nc1cccc(C(=O)N2CCCC2)c1 (configuration not stated)	13.4	-5.4	-0.1	-0.5	-1.1	x	8.0	-8.6	-7.7	-3.1	-4.7
Cc1sc2nc(CC(=O)N3CCCC3)[nH]c(=O)c2c1C	-4.8	-4.5	0.0	0.9	-4.4	-2.3	-18.4	-2.9	-0.5	5.2	1.7
COCCNc1nc(NCc2ccccc2F)c2sccc2n1	x	-4.8	4.0	4.4	-5.0	x	14.0	4.2	-20.2	13.4	8.8
COc1ccc(C(=O)N2CCN=C2SC)cc1OC	6.4	-3.9	0.0	-2.4	14.1	2.3	9.6	11.7	-0.7	-1.8	-28.1
CC(C)N(C)C(=O)CCc1nnc(CCc2c[nH]c3ccccc23)o1	6.9	-5.2	0.3	0.3	-2.4	2.4	2.1	-22.9	0.5	-13.0	u
COc1ccc(C2CC(c3ccccc3)=NN2C(=O)CN2N=NC3C(=O)N(c4cccc(F)c4)C(=O)C32)cc1 (configuration not stated)	-12.1	-14.2	-0.2	2.4	-3.8	-2.5	-5.2	5.8	-3.8	-22.4	-5.1
CC1C2C(C)N(C)C(=O)N(C)C2N(C)C(=O)N1C (configuration not stated)	-9.0	-4.6	-0.1	0.0	-1.1	-6.0	12.3	2.3	3.5	4.5	-19.2
CCOC(=O)c1c(-c2ccc(N(C)C)cc2)oc2c1C(OC)CC2 (configuration not stated)	x	-7.8	1.0	-0.8	x	x	-11.8	-11.1	-1.7	x	x
Cc1cc(C)n2nc(SCC(=O)N(C)C3CCCCC3)nc2n1	-9.5	-6.3	0.0	0.5	-2.0	-4.0	-14.0	1.7	-10.6	6.2	-4.7
CC1CN(S(=O)(=O)c2ccc(C(=O)N3c4ccccc4CC3C)cc2)CC(C)O1 (configuration not stated)	6.8	-4.5	0.5	0.4	-19.0	0.4	-22.4	4.0	-1.4	2.5	3.8
O=C1C(c2c(O)[nH]c3ccccc23)=Nc2ccccc21	6.3	-5.3	-0.2	-3.3	-1.3	-0.7	-21.7	-143.2	-4.6	-21.6	2.4
NC(=O)CN1C(=O)NC2(CCCc3ccccc32)C1=O (configuration not stated)	11.5	x	0.2	-0.4	-7.0	-0.3	5.0	3.3	-2.2	13.0	-1.1
CCOc1ccc(NC(=O)CCC(=O)NNC(=O)COc2ccc(C)cc2)cc1	-9.9	-6.7	-0.3	-1.2	-3.9	1.9	-21.0	-9.1	14.9	-15.0	-5.1
COc1ccc(C2(C(=O)Nc3ccccc3)CCOCC2)cc1	4.1	-2.6	-0.3	-0.9	1.0	-0.7	-22.2	4.2	9.0	18.9	0.9
O=C(/C=C/c1ccco1)Nc1cccc(S(=O)(=O)N2CCOCC2)c1	-5.8	-4.1	-0.2	-0.2	-12.7	-1.2	-35.3	-25.6	1.7	-28.6	-6.2

3 compounds from above, ordered by length of the SMILES, descending:
SMILES	TRPM1 prom inh	CaV13 ICDI inh	aDG glyco act	iPSC survival up	Vif inh	NR2E3 ag-1	NR2E3 ag-2	HIF-2a block	Granule exo inh	Peg3 prom inh	PDI turbidity
CC(C)(C)NC(=O)C(c1ccccc1)N(C(=O)CNC(=O)c1cccs1)c1cccnc1 (configuration not stated)	-8.5	-5.3	-0.1	-0.2	0.7	5.0	-16.7	3.3	-5.5	4.8	-3.8
CC1CN(S(=O)(=O)c2ccc(C(=O)N3c4ccccc4CC3C)cc2)CC(C)O1 (configuration not stated)	6.8	-4.5	0.5	0.4	-19.0	0.4	-22.4	4.0	-1.4	2.5	3.8
NC(=O)CN1C(=O)NC2(CCCc3ccccc32)C1=O (configuration not stated)	11.5	x	0.2	-0.4	-7.0	-0.3	5.0	3.3	-2.2	13.0	-1.1

The main list resumes, starting 4 compounds before the break.
SMILES	TRPM1 prom inh	CaV13 ICDI inh	aDG glyco act	iPSC survival up	Vif inh	NR2E3 ag-1	NR2E3 ag-2	HIF-2a block	Granule exo inh	Peg3 prom inh	PDI turbidity
NC(=O)CN1C(=O)NC2(CCCc3ccccc32)C1=O (configuration not stated)	11.5	x	0.2	-0.4	-7.0	-0.3	5.0	3.3	-2.2	13.0	-1.1
CCOc1ccc(NC(=O)CCC(=O)NNC(=O)COc2ccc(C)cc2)cc1	-9.9	-6.7	-0.3	-1.2	-3.9	1.9	-21.0	-9.1	14.9	-15.0	-5.1
COc1ccc(C2(C(=O)Nc3ccccc3)CCOCC2)cc1	4.1	-2.6	-0.3	-0.9	1.0	-0.7	-22.2	4.2	9.0	18.9	0.9
O=C(/C=C/c1ccco1)Nc1cccc(S(=O)(=O)N2CCOCC2)c1	-5.8	-4.1	-0.2	-0.2	-12.7	-1.2	-35.3	-25.6	1.7	-28.6	-6.2
Nn1c(SCC(=O)Nc2ccc(OC(F)F)cc2)nnc1-c1ccco1	-3.3	-16.4	0.0	-0.4	5.5	4.7	-18.6	3.5	0.9	6.8	-3.1
O=C(COc1ccc(Cl)cc1)N/N=C/CCc1ccccc1	4.5	-5.2	0.1	2.7	2.0	3.6	-1.3	12.5	-0.4	12.8	-3.5
COc1cccc(-c2nc3ccccc3c(=O)o2)c1	3.5	-3.8	-0.1	-0.9	5.3	-1.7	-69.0	-82.4	3.1	-59.2	2.7
Cc1cc(Cl)ccc1OCC(=O)NNC(=O)C1CCCO1 (configuration not stated)	-7.5	0.4	-0.3	2.5	-1.1	7.0	2.1	-12.2	5.2	7.0	-0.8
CC(C)(C)c1nnc(NS(=O)(=O)c2ccc(F)cc2)s1	0.6	3.6	-0.1	-0.3	-3.3	x	-19.5	14.4	-4.6	-0.6	0.4
COCCCNC(=O)c1cccc(NC(=O)c2ccccc2)c1	6.2	-2.9	-0.1	-2.4	-3.3	2.1	7.9	8.8	-1.5	-3.0	2.7
Cc1ccc(S(=O)(=O)N2CCC(=O)N([C@H](COCc3ccc(Cl)cc3)C(C)C)CC2)cc1	x	-13.1	-0.1	-3.1	x	x	1.5	-11.0	20.3	x	x
O=C(N/N=C/c1ccoc1)c1cccc(OC(F)(F)C(F)F)c1	-27.3	-5.1	-0.1	-0.4	6.7	-1.2	-2.4	-51.7	-2.7	-14.2	-6.1
O=C(O)c1cccc2c1C(=O)c1ccc(-c3ccc(F)cc3F)cc1S2(=O)=O	4.6	-4.8	1.6	4.7	9.2	1.5	0.1	3.0	-2.7	5.0	-4.9
Oc1ccccc1N1CCN(c2ncnc3sc(-c4ccccc4)cc23)CC1	-2.4	-13.6	-0.3	0.4	-1.9	-2.3	-5.4	-28.6	-1.5	28.0	9.5
Cc1cccc(NC(=O)Nc2cccnc2)c1C	2.9	x	0.1	-0.3	-6.2	x	-4.3	-18.0	-1.2	6.5	-1.0
Cc1c(NC(=O)COc2c(F)c(F)c(F)c(F)c2F)c(=O)n(-c2ccccc2)n1C	-6.9	-3.6	0.0	-0.4	10.9	6.6	-23.8	10.3	-13.1	-5.7	-5.2
Cc1ccnn1-c1ccc(C(=O)NCc2ccccc2CN2CCOCC2)cc1	3.0	-5.1	0.1	-0.4	-0.7	x	0.0	9.2	-3.6	-6.5	-2.0
COc1cccc(C(=O)N2CCN(Cc3nc(-c4ccoc4)oc3C)CC2)c1	x	-2.0	-0.1	2.2	x	x	-25.7	7.1	-2.2	20.0	6.7
Cc1ccc(CN2CCN(Cc3nc(C(C)C)cs3)CC2CCO)cc1 (configuration not stated)	-15.0	1.6	0.4	-0.3	-5.2	7.0	-8.3	10.0	-2.2	2.6	3.2
CC12CCC(C(=O)Nc3ccccc3)(C/C1=N\O)C2(C)C (configuration not stated)	6.1	-3.7	0.2	-1.7	1.3	2.1	4.0	9.6	0.2	23.2	-5.4
CC(=O)NC(c1ccccc1)c1nc(-c2ccc(S(C)(=O)=O)cc2)cs1 (configuration not stated)	x	-6.0	-0.3	-1.6	3.3	x	-24.9	-6.2	0.1	20.0	-1.1
O=[N+]([O-])c1ccc(NC2CCCC2)cc1	-11.7	-4.7	-0.2	3.5	-2.8	0.6	-29.7	-23.1	-1.2	-16.5	-0.5
